Screening results as filed in PubChem BioAssay.
Shn3 inh set2: Schnurri-3 reporter inhibition in Clone20 osteoblasts | AID 588674 | 0.52% of 360,000 active | inhibition, % at 12.5 µM | Clone20 osteoblast Shn3 3'UTR firefly luciferase, 24 h;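 active = mean inhibition of at least 75% with every replicate also reaching 75%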;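 note: 0% = median of neutral control wells and 100% = pilot-screen positive control compound; some compounds past the cut are filed as inactive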
HIF-2a inh: inhibitors of HIF-2a; 786-0 RCC cells HIF-2a reporter, luciferase luminescence, overnight; inhibition, % at 18.8 µM; 0.72% of 360,000 active;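 active = inhibition of the luminescence signal of 40% or more relative to plate controls, in a single-dose primary screen at 18.75 µM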
CaV13 ICDI inh: Disruptors of the CACNA1D IQ motif to Ca2+-dependent inactivation inhibitor domain association, primary screening, Förster resonance energy transfer in intact living …. HEK cells, CFP/YFP FRET ICDI-IQ, plate reader, 10 min; percent FRET-ratio fall versus neutral wells. inhibition, % at 12.3 µM. 0.098% of 340,000 active. AID 743397;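 active = mean replicate inhibition of at least 30% and at least 1% of replicates passing that level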;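 note: 0% = median of the neutral control wells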
TRPM1 prom inh: inhibitors of MITF-driven TRPM1 promoter in melanoma cells; SK-MEL-5 TRPM1 promoter luciferase, 24 h; inhibition, % at 12.5 µM; 0.83% of 330,000 active;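 active = mean inhibition across replicates of 60% or more, whatever share of single replicates reaches that level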; note: values of inactives mirror those of a sister screen read the other way
KKLEB tox: counter-screen for CF NF-kB inhibitors: cytotoxicity; KKLEB CF airway cells viability, ATPlite luminescence, overnight; stronger effect = lower value; cells stimulated with P. aeruginosa culture filtrate; activity change (cytotoxicity), % at 5 µM; 0.36% of 360,000 active;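 active = corrected activity change at or below -50% at 5 µM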
PDI turbidity: inhibitors of human protein disulfide isomerase. P07237. PDI insulin aggregation turbidity, A650, 90 min. inhibition, % at 10 µM. 0.052% of 350,000 active;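 active = mean inhibition across replicates of 30% or more, whatever share of single replicates reach that level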;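 note: absorbance from insulin aggregation driven by PDI reduction with DTT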
Target sequence (P07237 whole entry, looked up): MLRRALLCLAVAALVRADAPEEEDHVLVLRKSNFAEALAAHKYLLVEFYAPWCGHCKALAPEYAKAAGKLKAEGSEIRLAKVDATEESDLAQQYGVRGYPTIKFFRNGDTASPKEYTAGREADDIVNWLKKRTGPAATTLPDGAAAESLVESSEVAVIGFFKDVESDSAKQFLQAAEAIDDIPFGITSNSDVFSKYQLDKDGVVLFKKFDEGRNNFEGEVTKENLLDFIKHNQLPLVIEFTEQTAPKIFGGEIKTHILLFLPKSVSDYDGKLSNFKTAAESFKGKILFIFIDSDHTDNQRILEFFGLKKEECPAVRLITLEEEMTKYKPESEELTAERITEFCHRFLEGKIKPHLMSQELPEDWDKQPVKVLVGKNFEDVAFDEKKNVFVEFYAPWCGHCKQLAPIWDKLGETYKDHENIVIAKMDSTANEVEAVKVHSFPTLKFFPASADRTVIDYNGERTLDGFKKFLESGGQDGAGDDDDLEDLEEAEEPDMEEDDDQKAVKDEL
CF NFkB block: blocks PAF-induced NF-kB reporter in cystic fibrosis cells; inhibition, % at 5 µM; 0.86% of 360,000 active; AID 588850; KKLEB NF-kB-GFP reporter, GFP fluorescence overnight;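 active = at least 50% inhibition at 5 µM, scaled per plate between neutral and stimulator controls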;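 note: PAF is a Pseudomonas aeruginosa culture filtrate used as stimulus; plate controls were PAF-stimulated DMSO wells for no effect and unstimulated DMSO wells for full effect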
NR2E3 ag-1: human photoreceptor-specific nuclear receptor agonism; AID 602229; inhibition of corepressor binding, % at 3.98 µM; CHO-S Gal4-NCOR/VP16-NR2E3 two-hybrid, luciferase; 0.35% of 360,000 active;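 active = inhibition above the mean of all tested compounds plus 3 SD, cut at about 70% in these data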;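 note: 0% = DMSO with NR2E3 transfected cells and 100% = cells lacking NR2E3 construct; higher means lower luciferase signal from less NR2E3 corepressor binding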
Target sequence (Q9Y5X4 whole entry, looked up, the tested form may be a part): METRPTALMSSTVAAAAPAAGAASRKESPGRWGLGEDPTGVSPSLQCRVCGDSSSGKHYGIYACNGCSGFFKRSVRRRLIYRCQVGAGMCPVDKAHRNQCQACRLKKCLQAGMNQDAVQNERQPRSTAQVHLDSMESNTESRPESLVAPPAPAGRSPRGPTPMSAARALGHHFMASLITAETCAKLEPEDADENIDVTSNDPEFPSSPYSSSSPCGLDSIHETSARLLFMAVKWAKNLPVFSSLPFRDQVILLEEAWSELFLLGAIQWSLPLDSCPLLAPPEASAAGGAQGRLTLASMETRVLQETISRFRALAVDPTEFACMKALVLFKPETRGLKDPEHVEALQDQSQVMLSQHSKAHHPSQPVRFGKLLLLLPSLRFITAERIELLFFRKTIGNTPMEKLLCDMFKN
Peg3 prom inh: reduces Peg3 promoter-driven luciferase expression in HeLa | 1.7% of 360,000 active | AID 588405 | HeLa PEG-Prom luciferase reporter, luminescence, overnight | inhibition, % at 20 µM;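 active = inhibition of at least 50% at 20 µM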
Vif inh: blocks HIV Vif function. inhibition, % at 7.49 µM. 0.35% of 340,000 active. HEK293T cells, Vif self-association by quenched fluorescence, imaging, 24 h; in the data active = inhibition above about 50%, passing the limit was not always enough; note: some results filed as inactive read as strong as hits
NR2E3 ag-2: activates human photoreceptor nuclear receptor NR2E3 | GST-NR2E3/biotin-RetCOR TR-FRET, 1536-well | inhibition of corepressor binding, % at 4.78 µM | 0.12% of 320,000 active | AID 2300;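 active = percent inhibition above the cutoff of mean plus 3 SD of all tested compounds, set per screening campaign, cut at about 20% in these data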;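 note: 0% = DMSO wells and 100% = biotin wells as full block of FRET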
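Format: 1536-well format; test system: GST-NR2E3 and biotin-RetCOR proteins; read-out basis: percent inhibition of TR-FRET ratio; timing: 5 h incubation at 4 °C; detection: time-resolved FRET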
An asterisk follows results filed as active; nt = not tested or not shown.

SMILES | Shn3 inh set2 | HIF-2a inh | CaV13 ICDI inh | TRPM1 prom inh | KKLEB tox | PDI turbidity | CF NFkB block | NR2E3 ag-1 | Peg3 prom inh | Vif inh | NR2E3 ag-2
Cc1c(N(C)C(=O)COc2ccc3ccccc3c2)c(=O)n(-c2ccccc2)n1C | -7 | 9 | -2 | 17 | 0 | 9 | 6 | 5 | -13 | 15 | -1
CN(C)/C(Cn1cncn1)=C1/N=C(c2c(F)cccc2F)OC1=O | 0 | 7 | -4 | 1 | -1 | -1 | 7 | -13 | 13 | nt | -1
Cc1[nH]n(-c2ccccc2)c(=O)c1/C=N/NC(=O)c1ccccc1F | 42 | 6 | -3 | 14 | -14 | -2 | -3 | -2 | 1 | -1 | -3
COc1cc(C(=O)OCC(=O)N2CCCC2=O)cc(OC)c1C | -1 | 6 | -6 | -3 | -4 | 8 | -3 | 4 | -7 | -4 | nt
CC(=O)Nc1ccc(S(=O)(=O)Nc2ccc(-n3cnnn3)cc2)cc1 | 1 | 10 | -5 | 6 | 2 | 4 | 15 | -1 | 19 | -1 | -2
C=CCn1c(=O)c2c(nc3n2CC(C)CN3c2cccc(OC)c2)n(C)c1=O (stereo not drawn) | 3 | 17 | -6 | 19 | -17 | -1 | 2 | 8 | 20 | -9 | -3
CCOc1ccc(NC(=O)COC(=O)c2cc(S(=O)(=O)N3CCCC3)ccc2C)cc1 | 0 | -13 | -3 | -4 | -16 | 4 | -18 | 1 | -8 | -13 | 0
Cc1ccc(S(=O)(=O)N2CCSC2C(=O)O)cc1 (stereo not drawn) | -2 | 13 | -9 | -6 | 2 | 0 | -1 | 13 | -1 | 23 | 0
CCC(C)Nc1nc(N)c([N+](=O)[O-])c(NC2CCCCC2)n1 (stereo not drawn) | 2 | -8 | -18 | -4 | -21 | -2 | 41 | -8 | 28 | -1 | 1
Cc1oc(-c2ccc(Cl)cc2)nc1CN1CCC(C(=O)NCc2cccs2)CC1 | 18 | -52 | -6 | -27 | -6 | 7 | 5 | -22 | 3 | -3 | -4
Cc1ccc(C(=O)Nc2ccc(Cl)cc2C)c(Cl)c1 | -50 | -311 | -7 | -69 | -17 | -8 | -13 | -136 | -288 | 3 | -2
O=C(COC(=O)c1cnccn1)Nc1c(Cl)cc(Cl)cc1Cl | -23 | 9 | -5 | -5 | -4 | 4 | 7 | -8 | 2 | 4 | 2
Cc1nn(-c2ccc(N3CCOCC3)nn2)c(C)c1CCC(=O)Nc1ccc(F)cc1 | -3 | -41 | -2 | -1 | 12 | -2 | -11 | -31 | -58 | 2 | 2
Cc1ccc(C2(c3noc(CN(C)CC4CCCCO4)n3)CCCC2)cc1 (stereo not drawn) | nt | 2 | -4 | 9 | 5 | -2 | 14 | -6 | -7 | 3 | 0
O=C(Cn1ccc(C(F)(F)F)n1)NNC(=O)c1ccco1 | 6 | 5 | -3 | -1 | 3 | 6 | 13 | 14 | 2 | -1 | 0
O=C(CS(=O)(=O)Cc1ccccc1)NCc1ccc2c(c1)OCO2 | 3 | 13 | -3 | 2 | 15 | -1 | -8 | -12 | 6 | 9 | -3
O=C(Nc1ccccc1)O/N=C/c1ccc(F)cc1 | -164 | -254 | -5 | -80 | -10 | -2 | -24 | -104 | -332 | 4 | 1
O=C(O)c1ccccc1C(=O)N1CCN(c2cccc(Cl)c2)CC1 | -11 | 10 | -4 | -1 | 10 | -19 | -6 | -3 | 12 | -22 | 0
Cc1ccc(N(CC(=O)N/N=C/c2ccco2)S(=O)(=O)c2ccccc2)cc1 | 1 | 0 | -7 | -2 | 3 | 12 | 12 | -8 | -1 | -5 | -2
CN1C(=O)N(c2ccc(Cl)cc2)C(C)(O)CC1(C)C (stereo not drawn) | 8 | -8 | -4 | 2 | 4 | -15 | -5 | 12 | -12 | nt | nt
COc1ccc(-c2ccc(-c3noc(C4CCCCC4)n3)c(OC)n2)cc1 | 6 | -39 | nt | -2 | -9 | -7 | 4 | -27 | -33 | -6 | -4
O=S(=O)(Nc1ccc(-c2csc(-c3ccccc3)n2)cc1)c1ccccc1 | 4 | -37 | -5 | 10 | -7 | 0 | 0 | -4 | -15 | 0 | 0
COc1ccc(S(=O)(=O)N2CCCCC2c2cc(C(=O)N3CCOCC3)no2)cc1 (stereo not drawn) | -30 | -2 | -5 | nt | 16 | 0 | -38 | 32 | 13 | 4 | nt
COc1ccc(C)cc1NC(=O)CN(c1ccc(F)cc1)S(C)(=O)=O | 14 | 13 | -4 | -31 | -1 | 6 | 12 | 16 | 7 | 1 | 2
CC(=O)C1(O)CCC2C3CC(C)C4=CC(=O)CCC4(C)C3CCC21C (stereo not drawn) | 0 | 11 | -6 | nt | 16 | 1 | 48 | 22 | -1 | 5 | nt
COc1cccc(OC)c1C(=O)Nc1c(C(=O)N2CCN(C)CC2)oc2ccccc12 | 0 | 3 | -5 | -1 | -1 | -2 | 2 | -41 | 5 | -6 | 0
COc1ccc(CN2CCNC(=O)C2CC(=O)NC2CCOCC2)c(F)c1 (stereo not drawn) | -3 | 7 | -6 | -2 | -5 | 5 | 1 | 1 | 23 | 9 | nt
c1ccc(-c2nnc(C3CC(c4ccncc4)=NO3)o2)cc1 (stereo not drawn) | -4 | 7 | -3 | 9 | -16 | 0 | 9 | -38 | 0 | nt | 4
Cc1ccc(NS(=O)(=O)c2ccc(C(=O)NCCCN3CCCC3=O)cc2)cc1C | 37 | 8 | -5 | 18 | -2 | 2 | 15 | 21 | 12 | 1 | -2
CCCCCCCCSc1nnc(-c2ccc(OC)cc2)o1 | -7 | 36 | nt | 21 | 6 | -6 | -1 | -27 | 13 | 17 | 0
Nc1nnc(SCC(=O)Nc2ccc3nc(SCC(=O)Nc4ccccc4)sc3c2)s1 | 48 | -149 | -6 | 8 | -6 | 3 | -7 | -21 | -101 | 2 | 4
C/C(=N\NC(=O)C1(C)CC1(Br)Br)c1cccc(NC(=O)C2CCC2)c1 (stereo not drawn) | 8 | -1 | -5 | -2 | 6 | -6 | 6 | -4 | 31 | -11 | 4
COc1ccc(-n2nnnc2SCC(=O)N2CCCC2)cc1OC | 1 | 17 | -8 | 0 | 11 | 0 | 3 | 17 | 10 | 9 | 2
COc1cc(/C=N/NC2=NC(C)(C)Cc3ccccc32)cc(OC)c1OC | 13 | 5 | -6 | -7 | 4 | 7 | -8 | 42 | -12 | -24 | 2
Cc1ccc(OCC(O)Cn2c(=N)n(CCN3CCOCC3)c3ccccc32)cc1 (stereo not drawn) | 3 | 10 | -4 | -2 | -14 | -1 | -2 | -22 | -3 | nt | 2
COc1ccc(CN=C(N)N=C(N)N)cc1Cl | 20 | 12 | -3 | 3 | -2 | -5 | -6 | -2 | 15 | -8 | 1
OC(CC(O)c1ccccc1)c1ccccc1 (stereo not drawn) | 0 | 4 | nt | 0 | 1 | nt | 4 | 14 | -8 | -5 | nt
C=CCn1c(/N=C/c2ccc3c(c2)OCO3)nc2ccccc21 | -9 | -2 | nt | 6 | 11 | 1 | -2 | -22 | 9 | 0 | -1
CCN(CC)C(=O)CSC(=Nc1ccccc1F)NC#N | -43 | -144 | nt | -36 | 24 | 0 | -9 | -42 | -171 | -1 | 6
O=C(CC1SC(N2CCCCC2)=NC1=O)Nc1ccc(C(=O)NCc2ccccc2)cc1 (stereo not drawn) | 7 | 13 | -2 | 1 | 1 | 8 | 10 | -14 | -2 | 5 | nt
O=C(Cn1cc(C(F)(F)F)cc(Cl)c1=O)Nc1cccc(S(=O)(=O)N2CCCCC2)c1 | 15 | 2 | -4 | 6 | -8 | -2 | 5 | 5 | 6 | 0 | 1
COc1ccccc1/C=C/C=N/NC(=O)Cc1cccn1C | 2 | -67 | -5 | -22 | 0 | 2 | 0 | 4 | -72 | 1 | -4
O=C(NCCN1CCOCC1)c1cc(S(=O)(=O)Nc2ccccc2F)c(Cl)cc1Cl | -18 | 6 | 0 | 2 | 2 | 2 | 6 | -19 | 7 | -8 | 0
O=C(CN(c1ccc(F)cc1)S(=O)(=O)c1ccccc1)N1CCOCC1 | 2 | 3 | -7 | -6 | 17 | -3 | -18 | -20 | 8 | nt | -3
O=C(N/N=C/c1ccc[nH]1)c1ccc(O)cc1 | -8 | -22 | -5 | -19 | 11 | 3 | 4 | -42 | -33 | 6 | -1
CN(Cc1ccccc1)C(=O)CCNC(=O)Cn1cnc2ccccc2c1=O | -1 | 18 | nt | -10 | -1 | 6 | 2 | -11 | 12 | -2 | 1
CCCCOc1ccc(C(O)(CCN2CCOCC2)c2ccccc2)cc1 (stereo not drawn) | 15 | -11 | -12 | -5 | -11 | 4 | -7 | 0 | 3 | 10 | 1
Cc1ccccc1Cc1c(C)nc2ncnn2c1C | -13 | 10 | -5 | 9 | 4 | -6 | -4 | 2 | 13 | 4 | -1

Single records, from the list above:
Profile of C=CCn1c(/N=C/c2ccc3c(c2)OCO3)nc2ccccc21 : Shn3 inh set2 = -9; HIF-2a inh = -2; CaV13 ICDI inh = nt; TRPM1 prom inh = 6; KKLEB tox = 11; PDI turbidity = 1; CF NFkB block = -2; NR2E3 ag-1 = -22; Peg3 prom inh = 9; Vif inh = 0; NR2E3 ag-2 = -1
Profile of COc1ccccc1/C=C/C=N/NC(=O)Cc1cccn1C : Shn3 inh set2 = 2; HIF-2a inh = -67; CaV13 ICDI inh = -5; TRPM1 prom inh = -22; KKLEB tox = 0; PDI turbidity = 2; CF NFkB block = 0; NR2E3 ag-1 = 4; Peg3 prom inh = -72; Vif inh = 1; NR2E3 ag-2 = -4

Going on with the list:
SMILES | Shn3 inh set2 | HIF-2a inh | CaV13 ICDI inh | TRPM1 prom inh | KKLEB tox | PDI turbidity | CF NFkB block | NR2E3 ag-1 | Peg3 prom inh | Vif inh | NR2E3 ag-2
O=C(Nc1ccc(S(=O)(=O)N2CCOCC2)cc1)c1cccc(Br)c1 | 16 | 17 | 19 | 2 | -6 | 3 | -9 | -23 | -5 | 0 | 1
CN(Cc1ccccc1)c1ccc([N+](=O)[O-])cc1C(=O)O | -12 | 11 | -6 | 0 | 9 | 5 | -16 | -1 | 4 | -4 | 2
Cc1cc(C)nc(N2CCCC(CCC(=O)NCc3ccc(F)c(F)c3)C2)n1 (stereo not drawn) | 1 | -3 | -5 | 1 | 9 | 2 | -3 | -10 | 9 | -12 | 2
Cc1ccc(-n2c(C)nn(CC#N)c2=O)cc1 | -20 | 24 | -4 | -5 | -8 | -16 | 2 | -1 | 9 | 6 | 2
CN(CCO)CCC(=O)NC1(C)CS(=O)(=O)CC1S(=O)(=O)O (stereo not drawn) | 9 | 4 | 1 | 1 | 11 | 2 | -3 | -24 | 7 | 26 | -3
Cc1cc(NC(=O)CSc2nc3c(cc2C#N)CCCCC3)no1 | -52 | -349 | -4 | -77 | -7 | -1 | -6 | -25 | -307 | 1 | -7
COc1ccc(S(=O)(=O)N2CCCC2)cc1C(C)C | 6 | 12 | -2 | -1 | -23 | -3 | 9 | -10 | 1 | -1 | 1
FC(F)Oc1ccc(NC(=S)NCc2ccccc2)cc1Cl | 8 | -44 | -5 | -5 | -1 | -8 | -1 | -25 | 12 | -5 | 0
